TWEAK-Fn14 inh = inhibitors of TWEAK-Fn14 signaling, primary screen, luciferase reporter cells, uHTS; TWEAK-stimulated Fn14 reporter cells, luciferase luminescence, 8 h; inhibition, % at 10 µM; 360,000 tested, 2% active; in the data active means inhibition above about 50%
CF NFkB inh = inhibitors of PAF-induced NF-kB signaling, primary screen, cell-based, GFP fluorescence, uHTS. inhibition, % at 5 µM. KKLEB NF-kB-GFP reporter, GFP fluorescence overnight. 360,000 tested, 0.86% active;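 active means at least 50% inhibition at 5 µM, scaled per plate between neutral and stimulator controls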;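 further: PAF is a Pseudomonas aeruginosa culture filtrate used as stimulus; plate controls were PAF-stimulated DMSO wells for no effect and unstimulated DMSO wells for full effect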
NR5A2 inv ag = LRH-1 (NR5A2) inverse agonists, primary screen, cell-based, luminescence, HEK293T, StAR-luciferase reporter; Nuclear receptor subfamily 5 group A member 2 (Homo sapiens), O00482; LRH-1 transfected, 24 h; inhibition, % at 3.6 µM; 360,000 tested, 0.13% active;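 active means inhibition above the mean inhibition of all tested compounds plus 3 SD, cut at about 73% in these data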;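 further: 0% = DMSO wells and 100% = reporter-only cells lacking LRH-1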
Target sequence (O00482 whole entry, looked up): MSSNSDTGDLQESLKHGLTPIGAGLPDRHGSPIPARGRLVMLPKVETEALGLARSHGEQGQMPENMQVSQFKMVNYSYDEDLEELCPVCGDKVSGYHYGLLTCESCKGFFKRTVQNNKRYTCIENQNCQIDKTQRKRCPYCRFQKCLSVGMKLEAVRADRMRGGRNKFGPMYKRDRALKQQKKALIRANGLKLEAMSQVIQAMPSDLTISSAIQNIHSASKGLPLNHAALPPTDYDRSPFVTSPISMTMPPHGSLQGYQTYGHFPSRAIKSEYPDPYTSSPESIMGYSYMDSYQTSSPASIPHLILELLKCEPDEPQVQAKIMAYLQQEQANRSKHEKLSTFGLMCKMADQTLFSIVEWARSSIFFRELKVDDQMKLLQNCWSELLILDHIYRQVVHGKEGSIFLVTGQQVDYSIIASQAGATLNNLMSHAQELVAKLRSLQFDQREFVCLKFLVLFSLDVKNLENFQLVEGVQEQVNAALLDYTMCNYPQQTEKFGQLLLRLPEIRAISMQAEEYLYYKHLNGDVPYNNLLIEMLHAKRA
KKLEB tox = cytotoxicity in KKLEB CF airway cells, primary screen, cytotoxicity control for CF NF-kB inhibitor project, cell-based, uHTS, fluorescence assay plates. activity change (cytotoxicity), % at 5 µM. KKLEB CF airway cells viability, ATPlite luminescence, overnight; active compounds read low; cells stimulated with P. aeruginosa culture filtrate. AID 602141, 2011. 360,000 tested, 0.36% active;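 active means corrected activity change at or below -50% at 5 µM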
Shn3 inh set2 = reduction of Shn3 3'UTR firefly luciferase signal, primary screen, Schnurri-3 inhibitor project, cell-based, Clone20 osteoblasts, set 2. 360,000 tested, 0.52% active. Clone20 osteoblast Shn3 3'UTR firefly luciferase, 24 h. AID 588674, 2011. inhibition, % at 12.5 µM;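 active means mean inhibition of at least 75% with every replicate also reaching 75%; inconclusive means mean inhibition at least 75% but some replicate below; inactive means mean inhibition below 75%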;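 further: 0% = median of neutral control wells and 100% = pilot-screen positive control compound; some compounds past the cut are filed as inactive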
TROY NFkB inh = inhibitors of TROY-driven NF-kB signaling, primary screen, Q293 LMP1-TROYcd cells, NF-kB luciferase, uHTS; Q293 LMP1-TROYcd NF-kB luciferase reporter, 4 h; inhibition, % at 10 µM; 360,000 tested, 0.98% active; AID 1347056, 2019;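 active means compounds whose plate-normalised and pattern-corrected inhibition of the luciferase reporter signal at the single screening dose is 50% or more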
LMP1 NFkB inh = EBV LMP1-driven NF-kappaB luciferase reporter inhibitors, primary screen, cell-based, luminescence, single point; LMP1-induced NF-kappaB luciferase reporter cells; inhibition, % at 12.5 µM; 350,000 tested, 0.69% active; in the data active means inhibition above about 41%; inconclusive means no clear call, values can overlap the other calls;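 further: 0% = neutral control wells and 100% = reference inhibitor control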
NCOA3 inh = SRC3 coactivator transcriptional activity inhibitors, primary screen, cell-based, luminescence. HEK293 GAL4-SRC3 luciferase reporter. inhibition, % at 3.6 µM. 360,000 tested, 0.17% active. AID 588352, 2011. Nuclear receptor coactivator 3 (Homo sapiens), Q9Y6Q9;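 active means inhibition above a per-campaign cutoff, the mean of all compounds plus 3 SD, cut at about 60% in these data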;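 further: 0% = DMSO-treated cells and 100% = gossypol-treated cells at 36 µM; higher means less SRC3-driven luciferase light from the GAL4 reporter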
TRAIL sens C8 = viability loss with TRAIL in NB7+C8 cells, primary screen, TRAIL sensitizer project, cell-based, ATPlite luminescence; inhibition (viability loss, TRAIL sensitization), % at 10 µM; 360,000 tested, 1% active; AID 624354, 2012;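 active means compounds causing at least 50% loss of cell viability in the single-dose screen, relative to plate controls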
NR2F2 inh = NR2F2 transcriptional activity inhibitors, primary screen, cell-based, luciferase reporter, HEK293T, luminescence | COUP transcription factor 2 (Homo sapiens), P24468 | 370,000 tested, 0.7% active | inhibition, % at 8.6 µM | HEK293T NGFI-A luciferase reporter;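 active means inhibition above a per-plate cutoff, mean inhibition of test wells between control levels plus 3 SD, cut at about 38% in these data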;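 further: cells cotransfected with COUP-TFII expression vector driving the NGFI-A reporter; 0% = median of COUP-TF2 test wells and 100% = reporter-only cells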
Target sequence (P24468 whole entry, looked up): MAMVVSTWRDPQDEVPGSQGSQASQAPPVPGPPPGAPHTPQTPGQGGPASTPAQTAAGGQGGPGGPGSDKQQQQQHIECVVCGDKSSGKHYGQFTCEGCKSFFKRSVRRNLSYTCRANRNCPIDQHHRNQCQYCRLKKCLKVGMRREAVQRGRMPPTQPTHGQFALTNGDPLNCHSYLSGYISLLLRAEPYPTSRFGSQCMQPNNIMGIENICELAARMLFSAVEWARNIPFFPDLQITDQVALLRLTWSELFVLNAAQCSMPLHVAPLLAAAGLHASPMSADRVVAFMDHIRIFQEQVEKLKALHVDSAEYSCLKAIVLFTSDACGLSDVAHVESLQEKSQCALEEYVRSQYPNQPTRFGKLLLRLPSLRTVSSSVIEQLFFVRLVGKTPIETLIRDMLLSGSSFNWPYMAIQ
SRC1 inh = SRC1 coactivator transcriptional activity inhibitors, primary screen, cell-based, luminescence; HEK293 GAL4-SRC1 luciferase reporter; 360,000 tested, 0.12% active; Nuclear receptor coactivator 1 (Homo sapiens), Q15788; inhibition, % at 3.6 µM;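 active means inhibition above the campaign mean plus 3 SD, with each screening campaign given its own cutoff, cut at about 60% in these data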;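 further: 0% = DMSO treated cells and 100% = gossypol at 36 µM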
An asterisk follows results filed as active; ? = inconclusive; . = no result given. Some of the compounds tested; rates above refer to the full screens.

SMILES	TWEAK-Fn14 inh	CF NFkB inh	NR5A2 inv ag	KKLEB tox	Shn3 inh set2	TROY NFkB inh	LMP1 NFkB inh	NCOA3 inh	TRAIL sens C8	NR2F2 inh	SRC1 inh
CN(C(=O)c1cccc(NC(=O)C2CCN(C(=O)OC(C)(C)C)CC2)c1)C1CCCCC1	23	6	13	3	-10	3	1	16	-12	25	4
CC1=NN(c2ccccc2)C(=O)/C1=C/C=C/c1ccccc1	95*	40	-5	11	?	27	0	-7	-16	4	-1
O=C(NCC(=O)N(c1ccc(Cl)cc1)C(C(=O)NC1CCCC1)c1cccnc1)c1ccco1 (stereo not given)	21	-2	10	-1	-1	-8	0	-7	-8	-12	-9
Cc1cccn2c(=O)c3cc(C(=O)NC4CCCC4)sc3nc12	-12	-11	-21	10	2	-22	-1	-16	13	3	-12
COC(=O)[C@H](Cc1ccc(O)cc1)NC(=O)Cn1cnc(C(=O)Nc2ccc(C)c(C)c2)n1	-12	-6	-2	2	-3	-46	-5	-18	3	-8	-8
Cc1ccccc1N1CCN(C2CCCN(C(=O)c3cc[n+]([O-])cc3)C2)CC1 (stereo not given)	-9	7	-1	0	4	-16	-3	-1	9	8	22
Cc1ccc(C(=O)NNC(=O)c2cccc(S(=O)(=O)N3CCOCC3)c2)cc1	-6	3	4	34	-23	-2	-3	9	1	-21	-2
CCN1C(=O)[C@H]2[C@@H](c3ccc(-c4ccccc4)c(OC)c3)N[C@@](CC(C)C)(C(=O)OC)[C@H]2C1=O	-52	2	-10	-23	15	-23	-1	-10	-3	-7	0
CC(=O)c1ccc(OCCCC(=O)NCCc2ccccc2)cc1	-4	18	-1	4	-21	-1	0	-15	-5	-12	-15
O=C(NNC(=O)c1ccccc1Cl)c1ccccc1Cl	-19	5	-8	6	-3	-24	6	-1	10	4	-14
CCOC(=O)Cc1nn(Cc2ccc(Cl)cc2)c(=O)c2ccccc12	2	3	-12	1	5	-4	-1	4	4	8	-13
Cn1cccc1CNC1CCCCC1	-2	12	0	8	-16	15	-6	0	-4	0	12
O=C(O)c1cc(NN=Nc2ccc(Br)cc2)cc([N+](=O)[O-])c1	-5	2	5	-10	-23	-33	-4	-26	-15	0	-17
Cc1ccccc1OCc1nc(-c2ccc(-n3cccc3)cc2)no1	-10	-9	9	-5	6	-43	10	-7	5	-4	8
C#CCOC(=O)c1ccccc1C(=O)OCC#C	-4	5	-6	4	23	5	-7	8	-3	2	-6
COc1ccccc1C(=O)N/C(=C\c1cn(S(=O)(=O)N(C)C)c2ccccc12)C(=O)NCCN1CCOCC1	-11	16	-7	-1	-12	-17	1	-13	-33	.	11
O=C(Nc1cccc(C(F)(F)F)c1)c1ccco1	-5	-10	9	-7	-19	-22	9	6	-18	-11	0
CCc1c(SCCC(=O)O)nc2ccccc2c1C	1	10	-1	0	1	15	5	8	1	9	-13
CC(C)c1ccc(NC(=O)CSc2nc(=O)n(CCCN3CCOCC3)c3c2CCC3)cc1	-7	0	2	9	-18	14	-22	-15	-4	11	-17
CCC/C(=N\NC(=O)CNC(=O)/C=C/c1ccco1)c1ccccc1	10	5	16	1	-18	-11	-8	9	-2	-6	2
CC12CCC(C)(c3nc4ccccc4nc31)C2(C)C	6	-20	1	4	-9	11	2	5	5	4	1
Cc1ccccc1C(=O)N/N=C/c1ccc(OCC(=O)N2CCCCC2)cc1	15	-12	-9	0	-6	-3	-3	5	8	11	-9
Cc1cc(C)cc(C(=O)NCCC(=O)N2CCC3(CC2)NCCc2[nH]cnc23)c1	17	-21	-17	18	5	0	-6	-23	-6	-2	6
COC(=O)C1=CN(c2cc(C)cc(C)c2)C=C(C(=O)OC)C1c1ccc(OC)c(O)c1	-11	-14	-20	3	-12	4	10	3	-6	4	9
Cc1cc(=O)c2cc(Br)ccc2n1CC(=O)NCc1ccccc1	-11	4	0	-14	21	13	-2	10	9	22	-5

Some of these compounds in order of number of heavy atoms, falling.
SMILES	TWEAK-Fn14 inh	CF NFkB inh	NR5A2 inv ag	KKLEB tox	Shn3 inh set2	TROY NFkB inh	LMP1 NFkB inh	NCOA3 inh	TRAIL sens C8	NR2F2 inh	SRC1 inh
COc1ccccc1C(=O)N/C(=C\c1cn(S(=O)(=O)N(C)C)c2ccccc12)C(=O)NCCN1CCOCC1	-11	16	-7	-1	-12	-17	1	-13	-33	.	11
O=C(NCC(=O)N(c1ccc(Cl)cc1)C(C(=O)NC1CCCC1)c1cccnc1)c1ccco1 (stereo not given)	21	-2	10	-1	-1	-8	0	-7	-8	-12	-9
CC(C)c1ccc(NC(=O)CSc2nc(=O)n(CCCN3CCOCC3)c3c2CCC3)cc1	-7	0	2	9	-18	14	-22	-15	-4	11	-17
CN(C(=O)c1cccc(NC(=O)C2CCN(C(=O)OC(C)(C)C)CC2)c1)C1CCCCC1	23	6	13	3	-10	3	1	16	-12	25	4
COC(=O)C1=CN(c2cc(C)cc(C)c2)C=C(C(=O)OC)C1c1ccc(OC)c(O)c1	-11	-14	-20	3	-12	4	10	3	-6	4	9
Cc1cc(C)cc(C(=O)NCCC(=O)N2CCC3(CC2)NCCc2[nH]cnc23)c1	17	-21	-17	18	5	0	-6	-23	-6	-2	6
Cc1ccccc1C(=O)N/N=C/c1ccc(OCC(=O)N2CCCCC2)cc1	15	-12	-9	0	-6	-3	-3	5	8	11	-9
CCOC(=O)Cc1nn(Cc2ccc(Cl)cc2)c(=O)c2ccccc12	2	3	-12	1	5	-4	-1	4	4	8	-13
CC(=O)c1ccc(OCCCC(=O)NCCc2ccccc2)cc1	-4	18	-1	4	-21	-1	0	-15	-5	-12	-15
O=C(O)c1cc(NN=Nc2ccc(Br)cc2)cc([N+](=O)[O-])c1	-5	2	5	-10	-23	-33	-4	-26	-15	0	-17
O=C(NNC(=O)c1ccccc1Cl)c1ccccc1Cl	-19	5	-8	6	-3	-24	6	-1	10	4	-14
CC12CCC(C)(c3nc4ccccc4nc31)C2(C)C	6	-20	1	4	-9	11	2	5	5	4	1
C#CCOC(=O)c1ccccc1C(=O)OCC#C	-4	5	-6	4	23	5	-7	8	-3	2	-6

The results go on:
SMILES	TWEAK-Fn14 inh	CF NFkB inh	NR5A2 inv ag	KKLEB tox	Shn3 inh set2	TROY NFkB inh	LMP1 NFkB inh	NCOA3 inh	TRAIL sens C8	NR2F2 inh	SRC1 inh
Cc1c(P(=S)(c2ccccc2)c2ccccc2)[n+]2ccccc2n1CCc1ccccc1	33	45	26	-8	-1	36	.	45	53*	28	10
Cc1ccc(C)c(CNC(=O)Nc2ccccc2)c1	-12	3	-72	17	-42	-39	-29	-84	39	-26	-65
NC(=O)CC(NC(=O)c1ccc(Cl)cc1)C(=O)NCCc1ccc(S(N)(=O)=O)cc1 (stereo not given)	-4	0	9	11	-15	18	-3	-3	15	6	-2
O=C(COCc1cc(-c2ccc3c(c2)OCO3)on1)N1CCN(c2cccc(Cl)c2)CC1	-25	4	21	-5	3	33	-4	2	-14	12	-9
CC(=O)c1cccc(S(=O)(=O)N(C)C2CCN(C)CC2)c1	-15	-10	13	-7	-10	10	-2	21	3	15	7
COC(=O)N/N=C/c1ccc(Oc2ccccc2)cc1	-2	16	-41	-7	-39	-43	-25	-36	11	-22	-22
N#CC1=C(N)OC2=C(C(=O)CCC2)C1c1ccc(OC(=O)N2CCOCC2)cc1 (stereo not given)	-3	8	10	0	4	3	-4	2	20	-8	2
COc1ccc(S(=O)(=O)N2CCCC2)cc1NC(=O)c1ccccc1	8	-7	-20	7	13	1	2	-16	3	-6	0
O=C(NC1CCS(=O)(=O)C1)c1cccc(Br)c1 (stereo not given)	-1	18	-13	-3	-1	-17	-4	-32	-5	-16	6
CC(=O)c1ccc(S(=O)(=O)Nc2ccc(N3CCOCC3)cc2)cc1	3	3	13	8	11	-4	-1	-1	0	2	6
CCCCc1cc(=O)oc2cc(OCc3nn[nH]n3)ccc12	-4	5	-13	-3	0	-5	1	16	3	3	5
CC(=O)Cc1nsc(NC(=O)c2ccc(-c3cc(C(F)(F)F)ccc3Cl)o2)n1	3	32	-5	-10	0	36	4	23	18	-20	3
Cc1ccc(S(=O)(=O)N2CCOCC2)cc1C(=O)NCc1ccco1	11	0	-7	12	8	4	-5	9	13	-8	-6
Cc1ccccc1C(=O)Nc1cccc(NC(=S)NC(=O)c2cccs2)c1	14	-8	0	-1	8	-23	-1	8	-4	-2	-8
CN(CC(=O)NCc1ccc2c(c1)OCO2)S(=O)(=O)c1ccc(Cl)cc1	-13	3	-13	7	3	-24	-2	12	6	2	-8
O=C(COC(=O)c1ccc(N2CCCC2=O)cc1)Nc1ccccc1	9	-1	4	8	-20	1	-3	14	-2	14	-8
CCOC(=O)C1CCN(Cc2ccc(Cl)c(Cl)c2)CC1	-1	-19	-3	2	4	2	4	-4	13	-5	-9
COc1ccc(C(=O)OC2CCCCC2CN(C)C)cc1 (stereo not given)	-3	-8	-6	-2	-4	-7	1	8	9	-7	-8
COc1ccc(-c2c(C)nn3c(N4CCN(Cc5ccccc5)CC4)cc(C)nc23)cc1OC	34	-27	13	-6	25	28	6	5	21	8	-25
COc1ccc(OC)c(N2C(=O)CC(NNC(=O)c3ccc4c(c3)OCO4)C2=O)c1 (stereo not given)	-4	-37	-29	-1	-2	-11	-2	-5	-4	-1	2
Cc1c(-c2ccccc2)nc(N)c(C#N)c1-c1cccnc1	-3	22	-2	-16	-4	4	0	6	-2	1	-2
COc1ccc(N2CCN(C(=O)C(=O)c3cn(CC(=O)N4CCOCC4)c4ccccc34)CC2)cc1	-2	-13	-2	8	-20	-20	-1	13	1	-11	5
CCN(CCO)c1cc(Cl)nc(SC)n1	-3	-2	15	-2	7	-7	0	8	3	2	-14
COc1cccc(Oc2ccc(C(F)(F)F)cc2NC(=O)c2cccc(F)c2)c1	7	21	12	-8	12	15	1	4	11	-2	2
C=C(C)CNC(=S)N/N=C(\C)c1cccc(NC(C)=O)c1	-29	-9	8	5	6	-24	-1	18	-1	0	19
Cc1[nH]c2ccccc2c1/C=N/NC(=O)c1cccs1	-13	-55	-122	6	-17	-57	-8	-34	0	-87	-78
CC1=CC(=O)N(c2ccc(C)cc2)C1c1ccc(Cl)cc1 (stereo not given)	-16	-11	-9	-22	-9	-3	-2	5	-7	-8	17

High-throughput results (PubChem BioAssay)
